Assay outcomes deposited in PubChem BioAssay by National Center for Advancing Translational Sciences (NCATS).
KB-3-1 cytotox: qHTS assay for MDR1-selective chemotherapeutics: Primary screen using the parental adenocarcinoma cell KB-3-1. AID 1347075, 2019. hit rate 1.4% among 400,000. KB-3-1 viability, CellTiter-Glo ATP luminescence, 72 h. Potency, µM (series often up to 46.1 µM), without a hit: top-dose activity change, negative = cytotoxic, most hits filed as cytotoxic; further: potency means the concentration at half of the fitted maximal effect; on the % scale 0 is the no-effect control and ±100 the full control effect; nearly all actives have a fitted effect of over 60% in size
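Parental KB-3-1 adenocarcinoma cells in phenol-red-free DMEM with 10% FBS were pin-treated with compounds at several concentrations, incubated 72 h at 37 °C, and viability read by CellTiter-Glo luminescence; concentration-effect curves were fitted after normalization.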
HT1080 IDH1KD tx: qHTS for induction of synthetic lethality in tumor cells producing 2HG: qHTS for the HT-1080-IDH1KD cell line. hit rate 2% among 360,000. Potency, µM (doses to about 46.1 µM), without a hit: top-dose activity, negative = toxicity, actives largely listed as cytotoxic. HT-1080 IDH1 knockdown viability, ATP luminescence, 48 h;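 further: potency means the concentration at half of the fitted maximal effect; 0% = DMSO wells and -100% = cell-free medium wells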
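Cytotoxicity counter-line: IDH1KD HT-1080, 48 h, CellTiter-Glo. Curves classed by r2, magnitude and activity.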
IL-1B inflam inh: qHTS for Inhibitors of Inflammasome Signaling: IL-1-beta AlphaLISA Primary Screen; THP-1 LPS/ATP IL-1B secretion, AlphaLISA, 16 h; stronger effect = lower value; hit rate 4.7% among 360,000; activity change, % at 57.5 µM; in the data active means activity change below about -50%; inconclusive means mostly about -30% to -49%; further: on the % scale 0 is the no-effect control and ±100 the full control effect
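Secreted IL-1B measured by AlphaLISA bead assay after 16 h compound exposure of THP-1 cells; compounds (final up to 57.5 uM) added 1 h before LPS (250 ng/mL) and ATP (1.25 mM) stimulation; lower signal means less secretion.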
HepG2 tox: qHTS for Inhibitors of TGF-b: Cytotox Counterscreen. HepG2 CAGA-GFP viability, ATP luminescence, 18 h. AID 588856, 2011. hit rate 0.76% among 410,000. Potency, µM (series often up to 46.1 µM), for inactives: top-dose activity change, negative = cytotoxicity, actives largely listed as cytotoxic; further: potency means the concentration at half of the fitted maximal effect; some results filed as inactive show a strong effect at the top dose
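CellTiter-Glo luminescence gave cytotoxicity after 18 hours at 37 degrees C. The cells were HepG2 CAGA-GFP in 1% FBS DMEM, stimulated with 500 pg/mL TGF-beta after compound addition. %Activity was normalised to no-cell wells (complete cell-killing) and DMSO (no toxicity), and curves were fitted and classified.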
S2 tox: Viability Counterscreen for Primary qHTS for Inhibitors of ATXN expression. S2 cells (HEK-293 line with an ATXN2-luciferase reporter) viability, CellTiter-Fluor protease fluorescence, 24 h. Potency, µM (top dose mostly 56.7 µM), most hits filed as cytotoxic. hit rate 0.49% among 400,000. AID 651635, 2014; further: potency means the concentration at half of the fitted maximal effect; nearly all actives have a fitted effect of over 40% in size
SW480 rereplic: A quantitative high throughput screen for small molecules that induce DNA re-replication in SW480 colon adenocarcinoma cells | SW480 DNA re-replication, Hoechst DNA content imaging, 48 h | hit rate 1.8% among 340,000 | Potency, µM (highest dose often 46.1 µM), without a hit: at the highest dose re-replication activation, most hits filed as activators | AID 624297, 2012; further: potency means the concentration at half of the fitted maximal effect; % of control where 0% means no effect; nearly all actives have a fitted effect of over 55% in size
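First, 250 cells per well were seeded. Next, compound or vehicle (23 nL) was pinned in, plates sat 48 hr at 37 C. Finally Hoechst was added for 40 min before fluorescence scanning.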
MCF10A rereplic: A quantitative high throughput screen for small molecules that induce DNA re-replication in MCF 10a normal breast cells | Potency, µM (titrated, usually from 46.1 µM), inactives show top-dose activity, positive = re-replication, most hits filed as activators | hit rate 2.9% among 350,000 | MCF 10A DNA re-replication, Hoechst nuclear intensity, 48 h; further: potency means the concentration at half of the fitted maximal effect; % of control where 0% means no effect; nearly all actives have a fitted effect of over 50% in size
ATXN2 expr inh: Primary qHTS for Inhibitors of ATXN expression. HEK-293 ATXN2-luciferase reporter, luminescence, 24 h. Potency, µM (top dose mostly 57 µM), for inactives: top-dose activity change, negative = inhibition, most hits filed as inhibitors. hit rate 0.72% among 360,000; further: potency means the concentration at half of the fitted maximal effect; on the % scale 0 is the no-effect control and ±100 the full control effect; nearly all actives have a fitted effect of over 55% in size
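qHTS (up to 57 uM final) was run with 24 h compound exposure of reporter cells at 37 °C. Each well was multiplexed: SteadyGlo luminescence measured ATXN2-luciferase expression after a fluorogenic Gly-Phe-AFC viability readout (25 uM final).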
HT1080NT lethal: qHTS for induction of synthetic lethality in tumor cells producing 2HG: qHTS for the HT-1080-NT fibrosarcoma cell line. hit rate 1.6% among 360,000. AID 686970, 2013. HT-1080-NT fibrosarcoma viability, CellTiter-Glo ATP luminescence, 48 h. Potency, µM (highest dose often 46.1 µM), without a hit: at the top dose activity, negative = less viability, usual class: cytotoxic;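 further: NT is the 2HG producing partner of a matched IDH1 knockdown line; potency means the concentration at half of the fitted maximal effect; 0% = DMSO-treated cells and -100% = media-only wells without cells; nearly all actives have a fitted effect of over 55% in size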
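Read-out is CellTiter-Glo luminescence after 10 minutes at room temperature, following 48 hours' compound treatment of HT-1080-NT cells (750 cells/well, RPMI, 5% FBS, 37 degrees C).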
* hit, by the source's call; i = inactive; ? = inconclusive; / = not tested or not shown; & = joins results of further samples; ! = repeats disagree; [ ] = remark or other dose. Unless noted, the call rests on the fitted dose curve; in most records, active means well fitted curve in the direction sought with a large enough effect; inconclusive means small, poorly fitted or top-dose-only effect, or another doubt; inactive means no such curve, though single readings can be large; an effect the other way counts as inactive or inconclusive. The order is random; overall some 8.9% were active at least once.

compound	SW480 rereplic	MCF10A rereplic	HepG2 tox	KB-3-1 cytotox	ATXN2 expr inh	HT1080 IDH1KD tx	IL-1B inflam inh	HT1080NT lethal	S2 tox
CCOc1ccccc1OCCCC(=O)Nc1ccc(S(=O)(=O)Nc2cc(C)nc(C)n2)cc1	0%	-2%	15%	0%	/	11%	21	4%	i
Cc1c(CCC(=O)O)c(=O)oc2c(C)c3occ(-c4ccc(Br)cc4)c3cc12	-8%	1%	17%	0%	10%	-22%	39	-25%	/
CCOc1ccc(-c2nc3ccccc3c(=O)o2)cc1	-1%	-1%	-23%&-1%	-1%&-9%	35%&51%[activator]	22%	18	13%	i
O=C(Nc1nc2ccc([N+](=O)[O-])cc2s1)c1ccncc1	1%	5%	-29%	-25%	19%	-8%	9	25%	i
COc1ccccc1CNS(=O)(=O)c1c(C)cc(C)cc1C	/	/	-4%	6%	/	0%	17	-1%	i
COc1ccc2c(c1)CCC1=C2NC(=S)NC1c1ccc(N(C)C)cc1 (configuration not stated)	12%	21µM*	-22%	?	-23%	-24%	-17	1%	/
CCOC(CNC(=O)C(=O)NCC(c1ccco1)N1CCN(c2ccc(OC)cc2)CC1)OCC (configuration not stated)	22%	12%	7%	-1%	0%	-1%	25	5%	i
CCOc1ccc(CCNC(=O)COC(=O)c2ccc3c(c2)OCCO3)cc1OCC	-2%	0%	2%	7%	-6%	3%	-6	4%	i
CC1(C)CC(=O)C=C(NCC(=O)O)C1	2%	-1%	-2%	0%	-3%	0%	18	7%	i
CC(C(=O)Nc1ccc(S(=O)(=O)N2CCCC2)cc1)N(C)Cc1ccc(F)cc1 (configuration not stated)	-5%	?	-14%	-16%	-4%	-1%	-9	-5%	i
CSCC[C@H](NC(=O)[C@H]1N2C(=O)c3ccccc3C2SC1(C)C)C(=O)NCc1ccncc1 (some centres not stated)	26%	0%	13%	-1%	2%	-7%	-3	1%	i
Cc1ccc(NC(=O)CN2C(=O)NC3(CCC(C)CC3)C2=O)c(Cl)c1 (configuration not stated)	-3%	19%	-11%	9%	-3%	?	9	-8%	i
O=[n+]1cc(-c2ccc(Br)cc2)n([O-])c2c1CCC2	-2%	2%	15%	11%	2%	20%	20	16%	i
CN(C)c1ccc(/C=C/c2nc3ccccc3s2)cc1	9.2µM*	?	-69%&-7%	16µM*!	?	?	-25	?	/
CC(C)C[C@@H]1COc2cccc(N3CCN(Cc4ccccc4F)CC3)c2S(=O)(=O)N1	/	/	/	-23%	?	-17%	-7	-3%	?
COc1ccc(CN2C(=O)C3C4C=CC(C4)C3C2=O)cc1 (configuration not stated)	-2%	-13%	4%	-3%	-1%	3%	11	9%	i
CC(=O)Nc1ccc(OC/C=C(\C)Cl)cc1	-3%	-5%	-32%	5%	36%	-1%	-5	1%	i
Cc1cc(C)cc(C(=O)Nc2cc3c4c(c2)CC(=O)N4CCC3)c1	-1%	-3%	11%	0%	-10%	0%	-13	6%	i
CCN1C(=O)c2ccc(C(=O)Nc3nccs3)cc2C1=O	-9%	2%	-1%	-8%	-3%	-19%	-7	19%	i
C[C@H]1CN([C@@H](C)CO)C(=O)c2cc(/C=C/c3ccccc3)cnc2O[C@H]1CN(C)C(=O)c1cccc(F)c1	/	/	-29%	6%	-18%	-6%	-18	-3%	?
CSc1ccc(C(=O)C2CCCN(C(=O)CCc3c(C)nn(C)c3C)C2)cc1 (configuration not stated)	-4%	12%	-40%	/	-20%	?	-12	13µM*	i
CC1CCCCN1CCCNC(=O)CN1C(=O)c2cccnc2Oc2ccccc21 (configuration not stated)	-9%	-2%	-1%&-1%	0%&1%	8%	-6%	-15	-2%	i
O=C(Nc1nccs1)c1ccc([N+](=O)[O-])cc1	-7%	1%	-14%	16%	26%	18%	16	15%	i
CCN(Cc1ccncc1)C(=O)CSc1ccc2ccccc2c1	-3%	-2%	-20%	-19%	-19%	-10%	26	-1%	i
Cc1cc(C)nc(N2CCN(C(=O)CCC(=O)Nc3nnc(C(C)C)s3)CC2)n1	-43%	-1%	-1%	3%	17%	5%	26	-2%	i
COc1cc(NC(=O)c2ccccc2)cc(OC)c1	-26%	?	-21%	0%	38%	10%	-25	5%	i
CCn1c(O)c(N=NC(=O)c2cccnc2)c2cc(Br)ccc21	?	4%	-19%	11%	10%	8%	67	-29%	i
O=C(NCc1cccnc1)c1cccnc1Sc1ccc(Cl)cc1	-9%	2%	5%	-17%	2%	?	35	8%	i
COc1ccc(N2CCN(C(=O)c3ccc(NS(=O)(=O)c4ccc(F)c(F)c4)cc3)CC2)cc1	8%	13%	-8%	3%	-9%	-2%	6	-2%	i
O=C(Cn1nc(-c2ccccc2F)ccc1=O)NCc1ccc2c(c1)OCO2	-2%	-2%	6%	4%	17%	4%	-3	23%	i
O=C(NC1CCN(Cc2ccccc2)C1)c1cc(COc2ccc(F)cc2F)on1 (configuration not stated)	-12%	0%	-32%	?	-16%	4%	-3	0%	i
COc1ccc(NC(=O)C(=O)NCCC2=CCCCC2)c(OC)c1	-1%	?	-1%	20%	-31%	18%	-26	19%	?

3 of the entries above in order of their number in IL-1B inflam inh, high to low.
compound,IL-1B inflam inh
Cc1cc(C)nc(N2CCN(C(=O)CCC(=O)Nc3nnc(C(C)C)s3)CC2)n1,26
COc1ccc(CN2C(=O)C3C4C=CC(C4)C3C2=O)cc1 (configuration not stated),11
CCOc1ccc(CCNC(=O)COC(=O)c2ccc3c(c2)OCCO3)cc1OCC,-6

Remaining list, next part
compound	SW480 rereplic	MCF10A rereplic	HepG2 tox	KB-3-1 cytotox	ATXN2 expr inh	HT1080 IDH1KD tx	IL-1B inflam inh	HT1080NT lethal	S2 tox
Cn1cccc1/C=N/NC(=O)c1ccc(OC(F)(F)C(F)F)cc1	-1%	-5%	0%	-2%	30%	-10%	81	10%	i
Cc1cc(C)n(CC(=O)N2c3ccccc3Sc3ccc(C(F)(F)F)cc32)n1	?	11%	-11%	-2%	2%	-12%	1	-5%	i
N#C/C(=C\C=C\c1ccccc1[N+](=O)[O-])C(=O)NC1CCCCC1	?	9.2µM*	-30%	-5%	?	5%	-104*	4%	?
CC(C)(C)OC(=O)[C@H](Cc1ccccc1)NC(=O)c1nc[nH]c1C(=O)N[C@@H](Cc1ccccc1)C(=O)OC(C)(C)C	-7%	2%	-12%	16µM*	?	?	-19	-19%	?
COc1cc2[nH]c(=O)c(C(=O)NCc3ccc(C)cc3)c(O)c2cc1OC	/	/	3%	13%	/	5%	-17	6%	i
COc1ccc2c(C)cc3n[nH]c(=S)n3c2c1	-30%	-5%	8%	4%	/	4%	31	1%	i
O=C(NCCN=C1NS(=O)(=O)c2ccccc21)c1ccc(S(=O)(=O)N2CCOCC2)cc1	-5%	0%	-2%	1%	-1%	6%	3	5%	i
Cc1cccc(C)c1NC(=O)COC(=O)/C=C/c1ccc(S(=O)(=O)N2CCOCC2)cc1	2%	-9%	6%	7%	7%	1%	0	0%	i
CC(C)(C)n1nc2c(c1NC(=O)c1cc([N+](=O)[O-])ccc1Cl)CS(=O)(=O)C2	14%	-2%	14%	?	/	-6%	?	-9%	i
Cc1cccc(OCC(=O)N(Cc2ccc(C)o2)C2CCS(=O)(=O)C2)c1 (configuration not stated)	-15%	?	-7%	5%	-6%	9%	9	12%	i
CCN(CC)c1ccc(S(=O)(=O)N2CCOCC2)cc1NC(=O)CSc1nncs1	2%	4%	6%	-3%	3%	-10%	-21	-1%	i
CCCNC(=O)c1onc(CSc2ccc(F)cc2)c1C(=O)NC(C)C	-6%	-20%	4%	24%	2%	2%	15	3%	i
O=C(COC(=O)C1CC(=O)N(Cc2ccccc2)C1)Nc1ccc2c(c1)OCO2 (configuration not stated)	-13%	11%	8%	4%	0%	9%	2	23%	i
COc1ccc(-n2c(-c3cc(-c4ccccc4)sc3N)n[nH]c2=S)cc1	5%	-2%	7%	?	-28%	?	78	16µM*	i
Cc1ccc(C2(C)NC(=O)N(CC(=O)Nc3ccccc3N3CCCC3)C2=O)cc1 (configuration not stated)	-256%[inhibitor]	-3%	-2%	10%	0%	-16%	-8	-7%	i
CC1CC(C)CN(CCCNC(=O)C2CCN(c3nnc(-n4cccc4)s3)CC2)C1 (configuration not stated)	18%	1%	3%	3%	-13%	-1%	?	-1%	i
Cc1ccc(S(=O)(=O)N(C)C)cc1NC(=S)Nc1ccc2[nH]c(=O)[nH]c2c1	-42%[inhibitor]	17%	-3%	-10%	/	-4%	-13	-2%	i
Cc1c(Cl)cccc1NC(=O)CNC(=O)CCS(=O)(=O)c1ccc(F)cc1	1%	-5%	-4%	1%	/	2%	-21	5%	/
